# Screening results from PubChem.
# NF-kB expr up – compounds increasing NF-kB expression in human neuronal cells | NF-kB reporter expression; stronger effect = higher value | fold change at 12.5 µM | 1.6% of 190,000 active | AID 1239; in the data active = fold change above about 3.3
# STAT3 activator – activators of IL-6 induced STAT3 signaling; U3A cells, IL-6 STAT3-luciferase reporter, luminescence; 100% = signal with IL-6 EC80 alone; activation (% of control), % at 5.6 µM; 0.91% of 190,000 active;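 active = activation above the screen-wide mean of compound activation plus 3 SD, cut at about 130% in these data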;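 note: 0% = background luminescence of wells with medium and substrate only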
#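 Material: STAT3-luciferase reporter U3A cells. Controls: IL-6-treated wells, 100% activation. Read-out: % activation versus median of IL-6-stimulated wells. Probe or stimulus: IL-6 stimulus at 33 ng/mL final. Timing: compound 1 h, then IL-6 6 h at 37 °C. Signal: reporter luminescence signal.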
# Hsp70 act – Hsp70 transcriptional activation, primary screen. HeLa Hsp70 promoter luciferase reporter, luminescence; scaled: vehicle 0, proteasome-inhibitor control 100%. activation, % at 10 µM. 0.04% of 200,000 active. AID 1203;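 active = activation above the mean across all tested compounds plus 3 SD, cutoff set per campaign, cut at about 5.5% in these data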;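 note: 100% = MG132 at 30 µM as the positive control and 0% = DMSO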
# APP transl inh – APP translation inhibition. inhibition, % at 2 µM. AID 1285. 0.82% of 190,000 active. SH-SY5Y APP 5'UTR-luciferase reporter, luminescence;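 active = inhibition above a set limit, derived from the sample mean plus 3 SD, cut at about 45% in these data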; note: values of inactives mirror those of a sister screen read the other way
# FLuc inh counter – inhibits firefly luciferase, flagging false hits in luciferase inhibition screens | P08659 | ATPLite firefly luciferase biochemical luminescence, 10 min | inhibition, % at 10 µM | 1.5% of 200,000 active;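 active = inhibition above about 50% when tested at 10 µM, limit read from the data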
# Target sequence (P08659 whole entry, looked up): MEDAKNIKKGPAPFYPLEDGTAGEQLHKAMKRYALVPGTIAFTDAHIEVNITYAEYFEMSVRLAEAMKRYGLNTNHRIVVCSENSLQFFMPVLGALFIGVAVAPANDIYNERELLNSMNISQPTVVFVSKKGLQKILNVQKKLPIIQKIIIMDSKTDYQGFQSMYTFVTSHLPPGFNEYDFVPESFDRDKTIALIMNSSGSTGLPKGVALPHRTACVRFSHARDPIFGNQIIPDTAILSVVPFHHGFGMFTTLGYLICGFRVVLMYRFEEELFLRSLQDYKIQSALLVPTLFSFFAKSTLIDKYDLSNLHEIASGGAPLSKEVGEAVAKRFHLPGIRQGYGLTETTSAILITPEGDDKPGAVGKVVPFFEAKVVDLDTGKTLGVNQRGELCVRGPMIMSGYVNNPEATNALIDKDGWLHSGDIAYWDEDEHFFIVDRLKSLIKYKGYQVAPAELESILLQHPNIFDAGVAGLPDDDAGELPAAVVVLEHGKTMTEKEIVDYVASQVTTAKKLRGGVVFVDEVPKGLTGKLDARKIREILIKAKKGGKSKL
# APP 5'UTR act – APP 5'UTR luciferase reporter activation; SH-SY5Y APP 5'UTR luciferase reporter, luminescence; zero percent = DMSO vehicle wells; activation, % at 2 µM; 1% of 190,000 active; AID 1276;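 active = activation above a set limit, based on mean plus 3 SD of controls, cut at about 140% in these data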; note: values of inactives mirror those of a sister screen read the other way
# STAT1 act – activators of IFN-gamma induced STAT1 signaling; activation (% of control), % at 5.5 µM; 2.6% of 200,000 active; NIH 3T3 STAT1-luciferase reporter, luminescence; 100% = IFN-gamma alone, no compound; AID 932;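 active = activation above the screen-wide mean activation plus 3 SD, cut at about 130% in these data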;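 note: raw ratio to IFN-gamma control signal so 100% means no change and 0% no light; values of inactives mirror those of a sister screen read the other way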
# STAT1 inh – STAT1 signaling inhibition. NIH 3T3 STAT1-luciferase reporter, IFN-gamma, luminescence. inhibition, % at 5.5 µM. 0.35% of 200,000 active;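 active = inhibition above a set limit, the mean inhibition across all tested compounds plus 3 SD, cut at about 34% in these data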;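 note: 0% = IFN-gamma with DMSO and 100% = IFN-gamma with 300 µM nifuroxazide; values of inactives mirror those of a sister screen read the other way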
# RAM network inh – blocks the yeast RAM network. S. cerevisiae dse1pr::URA3 reporter, 5-FOA growth OD615, 2 d; analog-sensitive cbk1-as2 kinase mutant strain. inhibition, % at 50 µM. 1.8% of 190,000 active. AID 868;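 active = inhibition above a set limit, 3 SD over mean compound inhibition, cut at about 8.4% in these data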;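 note: 0% = DMSO-only wells with no growth and 100% = 10 µM 1-NA-PP1 full growth; inhibition rescues growth on 5-FOA so higher OD means more RAM inhibition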
# STAT3 blocker – reduces IL-6 driven STAT3 reporter signal | AID 862 | 0.89% of 190,000 active | U3A cells, IL-6 STAT3-luciferase reporter, luminescence; host cell line lacks STAT1 | inhibition, % at 5.5 µM;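 active = inhibition above the mean inhibition across all screened compounds plus 3 SD, cut at about 44% in these data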;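 note: 0% = DMSO only wells and 100% = 100 µM nifuroxazide control wells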
# * marks the source's active call; other numbers are inactive results; . = not tested or not shown.
SMILES,NF-kB expr up,STAT3 activator,Hsp70 act,APP transl inh,FLuc inh counter,APP 5'UTR act,STAT1 act,STAT1 inh,RAM network inh,STAT3 blocker
Cc1c(OCc2ccc([N+](=O)[O-])cc2)ccc2c3c(c(=O)oc12)CCC3,0.87,105,-0.2,-192,0,192*,108,-6,5.6,-9
CC(C)CCNC(=O)/C=C/c1ccc(Br)cc1,1.1,97,-0.1,-8,6,8,97,3,0.7,3
CC(C)OC(=S)N/C(=N\S(=O)(=O)c1ccccc1)c1ccccc1,1.3,90,-0.1,-2,-3,2,98,4,2.9,20
CCOc1ccc(C)cc1S(=O)(=O)NC1CCCCC1,0.75,97,-0.1,-1,-4,1,92,9,-0.1,3
COC(=O)c1cc2c(=O)n3ccccc3nc2n(Cc2cccnc2)c1=N,.,97,-0.1,-12,.,12,103,-3,.,7
CC(=O)N1c2ccccc2C2(O)N=C(C)SC12 (stereo not drawn),1.2,103,-0.1,-31,23,31,87,14,-0.4,-1
COc1ccc(-c2nnc(NC(=O)c3ccc(S(=O)(=O)N4COCC4(C)C)cc3)o2)cc1,0.8,100,-0.6,33,-3,-33,97,3,5.2,6
Cn1cccc1/C=C(\C#N)c1ccccc1,1.3,85,0.0,-10,0,10,95,4,-0.2,22
O=C(NC(=S)NCCN1CCOCC1)c1cccc(Cl)c1,1.2,100,-0.2,3,-4,-3,104,-4,1.4,0
Cn1c(Cl)nc2ccccc21,0.95,124,-0.5,10,-5,-10,85,17,0.3,-24
CCOC(=O)C1CCN(c2c(NCCCN(CC)Cc3ccccc3)c(=O)c2=O)CC1,0.88,99,-0.2,3,-7,-3,99,1,0.8,6
Cc1cc(=O)oc2cc(OCC(O)CN3CCN(c4ccccc4)CC3)ccc12 (stereo not drawn),0.73,93,0.1,6,-4,-6,104,-5,1.8,14
CCOC(=O)C1=C(C)NC(=O)NC1c1ccc(OC)c(Cl)c1 (stereo not drawn),0.84,94,0.1,-24,-5,24,101,0,0.5,11
CC(=O)Nc1ccc(C(=O)CSc2nnc(C)o2)cc1,1.1,104,-0.2,-28,-6,28,106,-5,3.2,2
Cc1ccc(O)c(Sc2cc(C)ccc2O)c1,0.91,94,0.0,-12,-6,12,108,-8,-1.3,9
Cc1c(Cl)cccc1NC(=O)c1cc(C2CC2)on1,1.7,107,-0.3,-25,-3,25,122,-24,0.1,-3
Cc1cccc(C)c1N1CCN(c2n[nH]c(N)n2)CC1,0.83,105,-0.1,-8,-9,8,105,-7,-1.0,5
N#Cc1c(N)sc2c1CCCCCC2,1,97,0.4,10,-1,-10,98,3,1.1,10
CC(C)Oc1cccc(C(=O)C2CCCN(C(=O)c3ccsc3)C2)c1 (stereo not drawn),0.87,93,-0.2,4,-5,-4,104,-5,1.0,18
CCCC(C)NC(=O)c1ccc(-c2ccccc2)cc1 (stereo not drawn),1.8,102,0.2,-48,28,47,128,-32,3.9,9
CCNS(=O)(=O)c1ccc(NC(=O)c2ccc(Cn3cc(Br)cn3)o2)cc1,1.1,101,-0.2,17,-5,-17,104,-5,1.1,0
Cc1ccc(NC(=O)CNc2ccc(Cl)cc2F)cc1,1.1,89,-0.4,-29,-3,29,99,1,-0.9,12
COc1ccccc1C(=O)Nc1cccc(SC)c1,1.4,107,-0.3,-23,10,23,100,2,0.7,-6
O=C(CSc1cccc[n+]1[O-])C12CC3CC(CC(C3)C1)C2,1.3,101,-0.2,3,2,-3,101,-1,-1.1,7
COc1ccc(-c2nnc(SC)n2C)cc1,1.3,94,-0.2,-9,-3,9,108,-8,1.6,10
O=C1N/C(=C/c2cccs2)C(=O)N1Cc1ccc(F)cc1,1.1,105,-0.4,10,-3,-10,106,-9,2.8,-1
CC(=O)Nc1c(NC(=O)CC#N)[nH]c2c(c1=O)c(=O)n(C)c(=O)n2C,1.4,100,-0.1,-13,-1,13,103,-5,2.1,3
Cc1cccc(NC(=O)c2ccc(C3SCC(=O)N3CCc3ccccc3)cc2)c1C (stereo not drawn),0.98,86,-0.3,25,-6,-25,93,8,7.7,15
O=CN1Cc2[nH]c3ccccc3c2N(c2ccc(Cl)cc2)C1=O,0.98,113,-0.2,0,-7,0,100,0,2.8,-13
Cc1ccc(CN2CCNC(=O)C2CC(=O)O)cc1 (stereo not drawn),1,100,-0.3,.,3,.,90,11,-0.7,9
O=C(Cn1cc([N+](=O)[O-])cn1)Nc1nc2ccccc2s1,1.2,90,-0.2,0,-1,0,104,-4,0.1,20
CCOc1cc(C2Nc3cccc4cccc(c34)N2)ccc1O,0.93,114,-0.1,16,-4,-16,93,8,5.3,-20
Cc1ccc(-c2nc(CS(=O)CC(=O)NCc3ccc(Cl)cc3)c(C)o2)cc1 (stereo not drawn),1.2,101,-0.1,.,-7,.,97,4,2.3,8
O=Nc1c(O)n(Cc2cccc(Cl)c2)c2ccccc12,0.84,110,-0.6,6,-8,-6,102,-2,-2.2,-12
Cc1ccc(C(N)=S)c(C)c1,1.4,97,0.3,0,.,0,95,6,0.9,8
Cc1sc2ncnc(SCC(=O)NC(=O)c3cccn3C)c2c1C,1.3,94,-0.3,-2,0,2,95,6,1.9,7
Cc1cc(C)nc(SCc2ccc(C(=O)N/N=C/c3ccc(C(=O)O)cc3)cc2)n1,1.9,97,-0.3,-2,-2,2,93,8,2.6,4
Cc1ccc(NC(=O)c2ccoc2C)cc1C,2.4,94,1.7,-66,32,66,127,-31,-1.1,10
O=C(COC(=O)C1CSC2(c3ccc(F)cc3)CCC(=O)N12)NC(=O)NC1CCCC1 (stereo not drawn),1.2,105,-0.3,1,-4,-1,100,-1,3.7,-4
CCc1ccc(-c2ccc(C(=O)O)c(C)n2)cc1,1.1,105,-0.1,-8,-4,8,107,-8,0.1,-7
O=C(O)Cc1cc(C(=O)Nc2ccc(Br)cc2)sc1-c1ccccc1,1.1,94,-0.1,-4,0,4,84,18,6.9,12
CCOC(=O)CSc1ncnc2c1cnn2-c1ccc(C)cc1C,0.96,107,-0.1,-11,-2,11,103,-3,-0.3,-3
O=C(NCC1CCCO1)c1ccc2ccccc2n1 (stereo not drawn),1.5,95,-0.5,-13,-1,13,109,-10,1.5,11
Cc1nc2c3ccccc3n(CCN3CCCCC3)c2s1,1.1,102,0.5,-15,-7,15,98,2,0.2,1
COC(=O)c1cc2c(s1)-c1ccccc1CC2,1.3,164*,0.1,-30,-3,30,120,-21,-0.6,-64
CC(=O)NC1(C(F)(F)F)NC(=O)N(C2CCCCC2)C1=O (stereo not drawn),1.2,103,0.2,0,-1,0,103,-3,3.2,1
CC1S/C(=N/N=C/c2cccs2)NC1=O (stereo not drawn),1.2,104,-0.1,-8,14,8,121,-24,1.9,1
O=C(Cc1cccs1)Nc1nnc(C2CC2)s1,1.5,92,-0.4,12,-2,-12,90,8,1.9,15
CCCCC(=O)NCCc1cc2ccc(OC)cc2[nH]c1=O,1,95,-0.3,-1,-8,1,104,-4,-0.1,10
COc1cc(CCC(=O)OCC(=O)NCc2ccc(Cl)cc2)cc(OC)c1OC,1,103,-0.1,22,-4,-22,99,-1,0.0,2
CCc1ccc(OC2=NS(=O)(=O)c3ccccc32)cc1,1.6,100,-0.1,-10,6,10,103,-4,0.2,7
O=S1(=O)N=C2CCCCCN2C(c2ccc(Cl)cc2)N1 (stereo not drawn),1.3,100,-0.4,9,-3,-9,99,2,0.5,0
Cn1cc(CNC(=O)c2cc(-c3ccccc3)nc3ccc(Br)cc23)cn1,1.2,100,-0.4,6,8,-6,102,-2,3.5,3
Cc1cccc(OCc2nnc(SCn3nnc4ccccc4c3=O)o2)c1,1.1,92,-0.2,-11,0,11,100,-2,5.6,16
O=C(Cn1c2ccc(F)cc2c2nc3n(c(=O)c21)CCS3)Nc1ccccc1F,1.2,94,-0.1,-27,-4,27,87,13,3.5,11
Cc1nc(NCC2CCCO2)c2nnn(Cc3c(F)cccc3Cl)c2n1 (stereo not drawn),1.3,107,-0.3,-6,-4,7,100,0,0.6,-5
Nc1ccc(C(=O)OCC(=O)N2CCc3ccccc3C2)cc1[N+](=O)[O-],1.4,113,-0.1,14,1,-14,106,-6,2.1,-18
Nc1nn2c(C(F)(F)F)cc(=O)[nH]c2c1N=Nc1cccc(F)c1,1.1,94,0.3,-6,-3,6,94,5,3.7,10
CCOc1cc(/C=N/NC(=O)c2ccncc2)cc(Cl)c1OS(C)(=O)=O,1,106,-0.1,13,2,-13,94,6,1.4,-4
Cc1ccc(C(=O)Nc2nc3c(s2)CCCC3)o1,7.3*,79,-0.4,-166,82*,166*,155*,-37,0.0,26
# (cont.)
SMILES,NF-kB expr up,STAT3 activator,Hsp70 act,APP transl inh,FLuc inh counter,APP 5'UTR act,STAT1 act,STAT1 inh,RAM network inh,STAT3 blocker
CCN(CC)C(=O)C1CCC(C)(C(=O)O)C1(C)C (stereo not drawn),1.2,105,0.1,-14,-12,14,86,16,1.1,-4
O=C(c1cccc(NS(=O)(=O)c2ccc(F)c(F)c2)c1)N1CCN(Cc2ccccc2)CC1,0.92,106,-0.3,-2,-6,3,105,-6,1.8,-7
O=C(c1cc2ccccc2oc1=O)N1CCN(c2ccccn2)CC1,1.2,103,-0.5,2,-6,-2,96,5,-0.7,2
O=c1c(-c2ccccc2)nc(-c2ccccc2)cn1O,1.4,93,-0.1,1,1,-1,123,-25,0.8,19
S=C(c1ccc(-c2cccc(Cl)c2)o1)N1CCCCC1,1.5,97,0.1,-180,54*,180*,147*,-52,3.0,5
CCc1ccc(C(=O)OCC(=O)c2c(N)n(CC(C)C)c(=O)n(C)c2=O)cc1,0.69,75,-0.3,1,-7,-1,85,16,0.7,33
Cc1ccc(Cl)cc1NC(=O)CSc1nnc(C)n1-c1ccccc1,1,107,-0.2,-10,2,10,105,-5,1.1,-4
O=C(COc1ccc([N+](=O)[O-])cc1)Nn1cnnc1,1.1,106,-0.3,-7,-1,7,114,-14,1.3,-7
N#Cc1c(-c2ccc(F)cc2)ccnc1N1CCOCC1,1.7,103,0.0,3,-3,-3,117,-18,-0.6,6
COc1ccc(CNS(=O)(=O)NCc2ccc(OC)c(OC)c2)cc1,.,97,-0.5,9,-4,-9,83,17,1.3,7
Cc1cc(O)c(C(C)C)cc1NC(=O)c1cccc(Cl)c1,1.2,94,-0.4,-5,-7,5,93,7,1.5,14
Cc1ccccc1CNC(=O)c1ccc(Cl)c([N+](=O)[O-])c1,1,93,0.1,0,3,0,99,2,-0.9,12
Cc1ccc2nc(Nc3nc(C)cc(C(F)(F)F)n3)nc(C)c2c1,1.3,82,0.1,-6,-5,6,104,-4,-0.5,25

# Record cards, as listed above. Order of values: NF-kB expr up | STAT3 activator | Hsp70 act | APP transl inh | FLuc inh counter | APP 5'UTR act | STAT1 act | STAT1 inh | RAM network inh | STAT3 blocker
# `O=C(NC(=S)NCCN1CCOCC1)c1cccc(Cl)c1` across the screens: 1.2 | 100 | -0.2 | 3 | -4 | -3 | 104 | -4 | 1.4 | 0
# `Cc1nc2c3ccccc3n(CCN3CCCCC3)c2s1` across the screens: 1.1 | 102 | 0.5 | -15 | -7 | 15 | 98 | 2 | 0.2 | 1
# `Cc1ccc(NC(=O)CNc2ccc(Cl)cc2F)cc1` across the screens: 1.1 | 89 | -0.4 | -29 | -3 | 29 | 99 | 1 | -0.9 | 12
# `Cc1ccc(-c2nc(CS(=O)CC(=O)NCc3ccc(Cl)cc3)c(C)o2)cc1` (stereo not drawn) across the screens: 1.2 | 101 | -0.1 | . | -7 | . | 97 | 4 | 2.3 | 8

# Compounds were not picked by outcome; about 7.7% have a hit in one of these screens.
